Screens: PubChem, Fisher Drug Discovery Resource Center
hcGAS inh: Primary biochemical luminescence assay for human cyclic GMP-AMP synthase inhibitors; Q8N884; recombinant h-cGAS, ATP depletion, Kinase-Glo luminescence; inhibition, % at 12.5 µM; 290,000 tested, 0.081% active; AID 1259398, 2018;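 also: 0% = vehicle reaction and 100% = reaction without DNA for no activity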
Target sequence (Q8N884 whole entry, looked up): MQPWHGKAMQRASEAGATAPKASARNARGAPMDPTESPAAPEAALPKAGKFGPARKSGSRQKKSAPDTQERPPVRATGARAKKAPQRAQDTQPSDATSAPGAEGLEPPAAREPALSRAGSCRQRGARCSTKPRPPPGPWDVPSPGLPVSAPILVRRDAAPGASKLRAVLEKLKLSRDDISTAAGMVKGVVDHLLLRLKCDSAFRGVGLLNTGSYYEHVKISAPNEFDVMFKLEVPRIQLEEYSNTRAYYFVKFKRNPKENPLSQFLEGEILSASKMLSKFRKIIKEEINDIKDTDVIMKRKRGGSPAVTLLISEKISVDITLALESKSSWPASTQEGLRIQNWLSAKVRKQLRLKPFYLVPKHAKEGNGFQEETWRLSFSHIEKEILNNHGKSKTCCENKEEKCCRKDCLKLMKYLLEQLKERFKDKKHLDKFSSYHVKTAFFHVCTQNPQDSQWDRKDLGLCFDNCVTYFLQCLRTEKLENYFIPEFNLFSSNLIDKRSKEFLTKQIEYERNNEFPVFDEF
NPYLR7 ag: agonists of mosquito NPYLR7 receptor, primary screen, cell-based, Aedes aegypti, calcium fluorescence, mosquito biting behavior | HEK293T NPYLR7/Galpha15, GCaMP6s calcium fluorescence | activation, % at 10 µM | 270,000 tested, 0.15% active; in the data active = activation above about 40%;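 also: 0% = vehicle and 100% = reference agonist at the receptor; some compounds past the cut are filed as inactive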
mcGAS lum: cyclic GMP-AMP synthase inhibitors, mouse, primary biochemical chemiluminescence; Q8C6L5; inhibition, % at 12.5 µM; recombinant cGAS, Kinase-Glo ATP depletion luminescence; AID 1259399, 2018; 160,000 tested, 0.15% active;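 also: 0% = negative control wells and 100% = reference inhibitor with no enzyme activity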
Numbers without * were called inactive; / = no result given; & = joins results of further samples. Rule as the data show it, unless noted: active = inhibition above about 40%; inactive = the rest. Some of the compounds tested; rates above refer to the full screens.

SMILES	hcGAS inh	NPYLR7 ag	mcGAS lum
CCO[C@@H]1OC(=O)CC1NC(=O)[C@@H]1CCCN1C(=O)[C@@H](NC(=O)c1ccc(N)c(Cl)c1)C(C)(C)C (stereo partly drawn)	1	-6	0
CC(=O)c1ccc(S(=O)(=O)NC(=O)NC2CCCCC2)cc1	-1&0	0&0	-5&1
CN(C(=O)CCCOc1ccc2[nH]c(=O)ccc2c1)C1CCCCC1	-2	7	-3
CN1CCN(CCC(=O)N2c3ccccc3Sc3ccc(C(F)(F)F)cc32)CC1	1	-10	/
Cc1cc(Nc2cc(N3CCN(C)CC3)nc(Sc3ccc(NC(=O)C4CC4)cc3)n2)n[nH]1	0	-7	-5
COc1cc(O)c2c(=O)cc(-c3ccc(OC)c(-c4c(O)cc(O)c5c(=O)cc(-c6ccc(O)cc6)oc45)c3)oc2c1	2	/	2
CC1COc2c(N3CCN(C)CC3)c(F)cc3c(=O)c(C(=O)O)cn1c23 (stereo not drawn)	-7&-1&-8&5	-6&11&4&-6	-4&-2
CN1CCN(C(c2ccccc2)c2ccccc2)CC1	-2&-5	-14&0	/
O=C(O)c1ccc[n+]([O-])c1	-2&0	-5&8	/
NC(=O)c1cn(Cc2c(F)cccc2F)nn1	-1	4	-3
Cc1cc(-c2ccccc2)nnc1NCCN1CCOCC1	-1&0&1	-7&-6&-1	-4
CC1=CC(=O)NS(=O)(=O)O1	-2	-7	/
C[C@H]1[C@H](C)CC[C@]2(C(=O)O)CC[C@]3(C)C(=CCC4[C@@]5(C)C[C@@H](O)[C@H](O)[C@@](C)(CO)C5CC[C@]43C)[C@H]12 (stereo partly drawn)	-5	4	/
O=C1c2ccc(O)c(O)c2C(=O)c2c(O)ccc(O)c21	47*	/	79*
OC(C#CCN1CCCC1)(c1ccccc1)c1ccccc1	-3	1	/
N[C@@H](CC(=O)Nc1ccc(Oc2cc(F)c(F)cc2Br)cc1)C(=O)O	-6	10	/
CC(=O)Nc1ccc(C(=O)O)cc1	-4	2	/
COc1ccc(/C=C/C(=O)Nc2ccccc2C(=O)O)cc1OC	-1&10	-8&1	1
CC(N)C1CCC(C(=O)Nc2ccncc2)CC1 (stereo not drawn)	-6	-4	-5
CC(=O)O[C@]1(C(C)=O)CCC2C3C=C(Cl)C4=CC(=O)[C@@H]5C[C@@H]5[C@]4(C)C3CC[C@@]21C (stereo partly drawn)	-1	-10	/
Cc1nc(C(=O)NCC(=O)O)c(O)c2ccc(Oc3ccccc3)cc12	3	-16	0
CC12CCC(CC1)C(C)(C)O2	-2	-4	/
COc1ccc(-n2nc(C(N)=O)c3c2C(=O)N(c2ccc(N4CCCCC4=O)cc2)CC3)cc1	-12	-7	-10
CN(C)C/C=C/C(=O)Nc1cc2c(Nc3ccc(F)c(Cl)c3)ncnc2cc1O[C@H]1CCOC1	6	-7	-3
Nc1nc(OCc2cc(Br)cs2)c2[nH]cnc2n1	-10	0	-9
O=C(CCNNC(=O)c1ccncc1)NCc1ccccc1	-5&0&-4	37&1&2	-4
CCCNC(C)C(=O)Nc1c(C)csc1C(=O)OC (stereo not drawn)	-2	-1	/
Cc1ccccc1C(=O)Nc1ccc(C(=O)N2CCCC(O)c3cc(Cl)ccc32)c(C)c1 (stereo not drawn)	-5	-9	-10
COc1ccc(Cn2ccc3ccc(C(=O)NO)cc32)cc1	-7	-1	-8
Cc1c(NC(=O)c2cccnc2)c(=O)n(-c2ccccc2)n1C	-2&1	-6&-1	-5
OCCN1CCN(CCCN2c3ccccc3Sc3ccc(Cl)cc32)CC1	-2&-3&-3&-4	-6&8&-1&0	-3&-3
CC(C(=O)O)c1ccc(C(=O)c2cccs2)cc1 (stereo not drawn)	1&-7	-5&0	-7
O=C(Nc1cc2cc[nH]c2cn1)c1ccccc1	-24	-3	-19
CCN(CC)CCNC(=O)c1cc(Cl)c(N)cc1OC	-4&1&0&-12&-5	-4&-8&-5&-1&5	-5&-3
C=CC(=O)Nc1cccc(Nc2nc(Nc3ccc(N4CCN(C(C)=O)CC4)cc3OC)ncc2C(F)(F)F)c1	-6	1	-5
CCN1CCN(Cc2ccc(Nc3ncc(F)c(-c4cc(F)c5nc(C)n(C(C)C)c5c4)n3)nc2)CC1	-4	1	-7
Cc1nc(N)sc1-c1ccnc(Nc2ccc(N3CCOCC3)cc2)n1	4	-4	-3
COc1ccc(C(=O)NCc2ccc(OCCN(C)C)cc2)cc1OC	1&-4	-2&-5	/
Cc1oc(=O)oc1CN1CCN(c2cc3c(cc2F)c(=O)c(C(=O)O)c2n3C(C)S2)CC1 (stereo not drawn)	-2&-4	-17&-7	/
CCOC(=O)c1ccc(N)cc1	-3&-3	-11&-6	-4
C[C@@H]1CC2C3C[C@H](F)C4=CC(=O)C=C[C@]4(C)[C@@]3(F)[C@@H](O)C[C@]2(C)[C@@]1(O)C(=O)COC(=O)C(C)(C)C (stereo partly drawn)	-4	0	/
COc1ccc(C2=NC(c3ccc(Cl)cc3)C(c3ccc(Cl)cc3)N2C(=O)N2CCNC(=O)C2)c(OC(C)C)c1 (stereo not drawn)	-4	-4	-9
CN(C)CCOC(C)(c1ccccc1)c1ccccn1 (stereo not drawn)	-1&-6&0&-3&-4	-4&-1&-5&-4&-2	-5&-4
O=C1CC2(CCCC2)CC(=O)N1	4	0	/
Cc1cc(CC(C)CC(C)(C)C)n(O)c(=O)c1 (stereo not drawn)	-1	-14	/
CCn1c(N)c(C(=O)NC)c(=O)c2ccc(C#C[C@@](C)(O)COC)nc21	-5	13	-11
CN1CCOC(c2ccccc2)c2ccccc2C1 (stereo not drawn)	-2&-5	-11&-2	-5
C[C@H](CCC(=O)O)[C@H]1CCC2C3C(CC[C@@]21C)[C@@]1(C)CC[C@@H](O)C[C@H]1C[C@@H]3O (stereo partly drawn)	-3	-1	/
COc1ccc2c(c1)OC1(C)CC2C(S(=O)(=O)c2ccc(C)c(C)c2)C(=O)N1C (stereo not drawn)	-12	10	-8
CCCCNC(=O)[C@@H]1Cc2ccccc2N1C(=O)[C@@H](N)CC	0	-14	/
CC#CCn1c(N2CCC[C@@H](N)C2)nc2c1c(=O)n(Cc1nc(C)c3ccccc3n1)c(=O)n2C	-10	4	-10
COc1ccccc1N1CCN(CCCNc2cc(=O)n(C)c(=O)n2C)CC1	2&7&-3&-8&5	-26&-4&-7&-3&1	-5&-4
c1ccc(CN(CC2=NCCN2)c2ccccc2)cc1	-1&-1&-6	-10&-2&1	-6
C[C@@H](Oc1cc(-n2cnc3ccc(CN4CCN(C)CC4)cc32)sc1C(N)=O)c1ccccc1C(F)(F)F	0	-9	-1
CC(COc1ccccc1)NC(C)C(O)c1ccc(O)cc1 (stereo not drawn)	-8&-1	-5&-1	-5
NC(N)=NCCC[C@H](N)C(=O)O	0	4	-3
CC(=O)[C@H]1CCC2C3C[C@H](C)C4=CC(=O)CC[C@]4(C)C3[C@@H](O)C[C@@]21C (stereo partly drawn)	-2	-6	/
Cc1ccc(F)c(NC(=O)Nc2ccc(-c3cccc4[nH]nc(N)c34)cc2)c1	16	-25	3
O=C1Cc2c([nH]c3ccc(Br)cc23)-c2ncccc2N1	-5	5	-2
O=C(c1ccc(F)cc1)C1CCN(CCn2c(=O)[nH]c3ccccc3c2=O)CC1	-4&0&21	-8&-5&3	1

(continued)
SMILES	hcGAS inh	NPYLR7 ag	mcGAS lum
COc1cc(C(=O)NC(=S)Nc2cccc(NC(=O)c3ccccc3)c2)cc(OC)c1OC	-4	14	-10
C[C@]12CCC(=O)C=C1CC[C@@H]1[C@@H]2CC[C@@]2(C)[C@H]1CC[C@]2(O)C(=O)CO	1	1	-2
CCOc1ccc(C(=O)OCCN(CC)CC)cc1	-6	-6	/
Oc1ccc(/C=C/c2cc(O)cc(O)c2)cc1	-7&-13&-14&14	-2&-6&1	-7&-4
Cc1ccc(CN2CCN(Cc3cccc4nccnc34)CC2CCO)cc1 (stereo not drawn)	-4	1	/
O=C(c1ccc(C(=O)N2CCC(N3CCCC3)CC2)c(Nc2ccccc2)c1)N1CCC(N2CCCC2)CC1	-9	23	-8
Cc1csc(NC(=O)c2cn(Cc3cccc(F)c3)nc2OCc2cccc(F)c2)n1	-10	12	-7
CC[N+](C)(CC)CCOC(=O)C(O)(c1ccccc1)C1CCCCC1 (stereo not drawn)	-4&-1	-4&-3	/
C=CC1=C(C(=O)O)N2C(=O)[C@@H](NC(=O)/C(=N/O)c3csc(N)n3)[C@H]2SC1	29	-12	/
CC1(C)O[C@H]2CC(=O)OC[C@]23[C@H]2CC[C@@]4(C)[C@H](c5ccoc5)OC(=O)[C@H]5O[C@]54[C@]2(C)C(=O)C[C@@H]13	3	-10	/
CC(NC(=O)c1ccccc1N=Cc1c(O)ccc2ccccc12)c1ccccc1 (stereo not drawn)	2	-14	/
COc1cc2c(cc1OC)C(=O)C(CC1CCN(Cc3ccccc3)CC1)C2 (stereo not drawn)	-5&-2	-4	/
CCC(C)n1ncn(-c2ccc(N3CCN(c4ccc(OCC5COC(Cn6cncn6)(c6ccc(Cl)cc6Cl)O5)cc4)CC3)cc2)c1=O (stereo not drawn)	-5	-9	/
O=C(Nc1ccc(OC(F)(F)F)cc1)c1sccc1NCc1ccnc2ccccc12	-4	-4	-8
CN1CCC(=C2c3ccccc3C=C(O)c3sccc32)CC1	-1&0&-1&-3&-6	-5&-10&-2&3	-3
COc1ccc(-c2cc3c(C)nc(N)nc3n(C3CCC(OCCO)CC3)c2=O)cn1 (stereo not drawn)	-6	0	-9
CCCCCCCCCCCCCCC[C@H](O)[C@H](N)CO	0	-4	2
CCCn1cnc2c1c(=O)n(CCCCC(C)=O)c(=O)n2C	3	5	-5
C[C@@H]1COC(Nc2ccc3ncnc(Nc4ccc(OCc5nccs5)c(Cl)c4)c3c2)=N1	-1	-2	-6
CC(C)C[C@@H](C(=O)N[C@H](C(=O)OC1CCCC1)c1ccccc1)[C@H](O)C(=O)NO	-3	26	/
Cn1cc(-c2ccc3nnc(C(F)(F)c4ccc5ncccc5c4)n3n2)cn1	-7	-7	-7
CN(C)[C@@H](CCOc1cccc2ccccc12)c1ccccc1	-8	-3	-10
CC(=O)c1ccc2c(c1)N(CCCN(C)C)c1ccccc1S2	-4&-4	-2	/
O=C(Cc1ccc(-c2ccc(OCCN3CCOCC3)cc2)cn1)NCc1ccccc1	-5	17	-11
CNC(=O)CN1CCC(Oc2cc3c(Nc4cccc(Cl)c4F)ncnc3cc2OC)CC1	-7	-12	-7
CN1CCN(CCOc2cc(OC3CCOCC3)c3c(Nc4c(Cl)ccc5c4OCO5)ncnc3c2)CC1	0	-13	-5
CCn1cc(-c2ccnc3[nH]c(-c4cccc(CN(C)C)c4)cc23)c(-c2ccc(NC(=O)N(C)C)cc2)n1	1	-8	-1
Cc1cc(NS(=O)(=O)c2ccc(N)cc2)nc(C)n1	0	-13	/
Cn1c(=O)c2[nH]c(Br)nc2n(C)c1=O	4	2	/
O=C(C1CCCO1)N1CCN(c2ccc(-n3cccn3)nn2)CC1 (stereo not drawn)	-4	-5	-7
C1CCC(C(CC2CCCCN2)C2CCCCC2)CC1 (stereo not drawn)	-3&-3&-3	-8&-4&-2	-4
Cn1c(=O)c2c(ncn2CC2OCCO2)n(C)c1=O	-5	5	/
C=C[C@H]1CN2CC[C@H]1C[C@@H]2[C@@H](O)c1ccnc2ccc(OC)cc12	-6&-2&-1&-3	0&-5&1	-5
Cc1nc2ccccn2c(=O)c1CCN1CCC(C(=O)c2ccc(F)cc2)CC1	-4&0&-2&8	-4&-27&-3&4	-4
NC(=O)c1cccc(-c2cc(Nc3ccc(OC(F)(F)F)cc3)ncn2)c1	-5	-4	-9
CC(COc1ccccc1)NC(C)[C@H](O)c1ccc(O)cc1 (stereo partly drawn)	0&-5	-5	/
O=S(=O)(c1cccc2cnccc12)N1CCCNCC1	1	-5	/
c1ccc(CC2=NCCN2)cc1	-2&0&3&-3	-5&-15&-7&0	-5
O=c1cc(-c2ccc(O)cc2)oc2cc(O[C@@H]3O[C@H](CO)[C@@H](O)[C@H](O)[C@H]3O)cc(O)c12	4	-3	/
O=C1c2c(O)cccc2C(C2OC(CO)C(O)C(O)C2O)c2cc(CO)cc(O)c21 (stereo not drawn)	-3	-22	/
